# Assay outcomes as filed in PubChem.
# mHTT CaM bind: inhibitors of human mutant huntingtin-calmodulin interaction | P42858 | AlphaScreen His-mHTT/GST-CaM binding, luminescence | inhibition, % at 15 µM | 190,000 compounds, 3.6% hits | AID 1671202;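 further: 0% = both proteins with DMSO and 100% = one protein alone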
# Pf apPOL inh: Pf-apPOL DNA polymerase inhibition. Recombinant Pf-apPOL, molecular beacon fluorescence, 1.5 h. inhibition, % at 10 µM. 210,000 compounds, 0.25% hits. AID 1794808
# Starred values were filed as active, the others as inactive; · = no result given; & = joins results of further samples. No stated cut-off is given here; in the data, active means inhibition above about 50%; inactive means the rest. Not all compounds are listed; the hit share may differ from the screen's.
Structure	Pf apPOL inh	mHTT CaM bind
O=C(CSc1ccccn1)NC1CC1	0.8	0.6
Fc1ccc(Cn2cccc2-c2nc(-c3ccncc3)no2)cc1	0.5	5.3
COc1ccc(NC(=O)Nc2ccc(Cl)cc2)c(OC)c1	-4.1	2.4
CC(=O)N1CCCC2(CC(c3ccc(Cl)cc3)=CO2)C1 (configuration not stated)	1.1	3.5
CCNC(=O)C1=CCN(C(=O)c2ccc(C)c(C)c2)CC1	-2.0	4.8
COc1ccc(C2C(C(=O)Nc3cc(C)ccc3OC)CCC(=O)N2c2ccc(OC)cc2)cc1 (configuration not stated)	-4.8	56.0*
CC(C)c1cccc(N2C=C(C(=O)N3CCCCC3)S(=O)(=O)c3ccccc32)c1	-1.5	14.3
CC(C)(C)C(=O)Cn1nnc(-c2ccncc2)n1	-2.9	·
COc1cc2c(cc1OC)CN(Cc1ccc(F)cc1)CC2	0.0	-5.1
Cc1onc(-c2ccccc2)c1C(=O)NCC1COc2ccccc2O1 (configuration not stated)	-1.7&-5.0	·
Cc1c(Cl)cccc1NC(=O)c1ccc(=O)n(Cc2ccc(F)cc2)n1	-7.1	-2.5
CS(=O)(=O)N(Cc1ccccc1Cl)c1ccc(C(=O)N2CCCC2)cc1	-6.9	2.8
CN(c1ccc(Br)cc1)c1ncnc2c1nc1n2CCCCC1	-4.9	1.6
CCn1c(/C(C#N)=C/c2ccccc2Cl)nc2ccccc21	3.4	-23.0
Cc1nn2c(CNC(=O)c3ccc(C)c(F)c3)c(C)nc2s1	-3.2	6.9
Cc1ccc(N(CC(=O)Nc2ccc(Cl)cc2)S(C)(=O)=O)c(C)c1	-0.9	4.6
O=C(Nc1nccn(-c2cccc(F)c2)c1=O)c1cccc(Cl)c1	-3.6	-0.7
Cc1ccc(S(=O)(=O)N(CC(=O)N(C)C)c2ccccc2C)cc1	-7.2	7.1
Cc1cc(C2CCCN2C(=O)Nc2ccccc2)on1 (configuration not stated)	-3.8	-7.0
NNc1nc(Nc2ccccc2)nc(N2CCCC2)n1	-5.7	81.0*
CCc1cc(C2CCCN2Cc2ccc(F)cc2F)on1 (configuration not stated)	-3.3	-3.7
COc1ccc(OC)c(/C=C2/N=C(c3ccc(Br)cc3)OC2=O)c1	-2.0	0.0
CCn1c(=O)c2c(ncn2Cc2cccc(F)c2)n(-c2ccc(Cl)cc2)c1=O	0.0	-1.5
O=C(Nc1csc(Cc2c(Cl)cccc2Cl)n1)NN1CCOCC1	-4.5	·
Cc1noc(NS(=O)(=O)c2ccc(NC(=O)c3cccc(Cl)c3)cc2)c1C	1.4	0.0
COc1ccccc1C(=O)N1CCCN(C2CCN(Cc3ccc(F)cc3)C2=O)CC1 (configuration not stated)	-2.2	14.7
CCCc1cc(C2CCCN2C(=O)c2cnn3cc(Br)cnc23)no1 (configuration not stated)	-3.2	12.9
Cc1ccccc1N=C1Nc2ccccc2N[C@]12C[C@H]1CCCC(=O)N3CC[C@@H](C2)[C@@H]13	-1.2	14.7
COc1ccc(CCNC(=O)C2CC(c3cc(OC)c(OC)c(OC)c3)=NO2)cc1OC (configuration not stated)	-2.9	-5.3
CSc1ncc(C#N)c2nc(-c3ccc(N(C)C)cc3)nn12	-1.6	·

# An excerpt of these results, with values under each structure:
# Screens in order – Pf apPOL inh | mHTT CaM bind
- COc1cc2c(cc1OC)CN(Cc1ccc(F)cc1)CC2
    0.0 | -5.1
- Cc1ccc(N(CC(=O)Nc2ccc(Cl)cc2)S(C)(=O)=O)c(C)c1
    -0.9 | 4.6

# Later entries
Structure	Pf apPOL inh	mHTT CaM bind
COc1cccc2cc(-c3nc(-c4cccs4)cs3)c(=O)oc12	1.8	-8.0
CN(c1ccccc1)C(C(=O)NC1CCCC1)c1cc2c(cc1[N+](=O)[O-])OCO2 (configuration not stated)	-6.3	16.0
Cc1ccc(CC(=O)N2CCC(c3nc(C(=O)N4CCCCC4)c(C)o3)CC2)cc1	0.3	19.4
CCSc1ccc(NC(=O)c2ccc(OC)c([N+](=O)[O-])c2)cc1	-1.0	9.8
Cc1cc(Nc2cccc([N+](=O)[O-])c2)nc2ccccc12	-2.1	6.5
O=S(=O)(Nc1nc2n(n1)C(c1ccccc1)C=C(c1ccc(Cl)cc1)N2)c1ccccc1 (configuration not stated)	-3.0	5.0
Nc1ccccc1SCc1cn2ccccc2n1	4.6	6.0
COc1ccccc1N1CCN(C(=O)Nc2ccc(F)cc2)CC1	10.9	4.1
O=C(c1ccccc1Cl)N1CCc2ccccc21	8.1	-15.0
COc1ccc(-n2nc3c(c2NC(=O)c2cccc(OC)c2)CSC3)cc1	-2.7	34.0
CC1=NN(C(=O)c2ccccc2Cl)C(O)(c2ccc(Cl)cc2)C1 (configuration not stated)	-6.4	15.0
O=C1c2ccccc2C(=O)N1CN(C(=O)c1ccccc1)c1cccc(F)c1	26.9	5.0
Cc1ccc(C(=O)Nc2ccccc2C(=O)O)cc1S(=O)(=O)N1CCOCC1	-1.6	-3.4
Fc1ccc(C2=Nc3ccc(F)cc3NC(c3cccnc3)=N2)cc1	-2.0	3.6
COc1ccc(OC)c(CNC(=O)C2CCCN(c3cn[nH]c(=O)c3)C2)c1 (configuration not stated)	-1.0	0.6
CS(=O)(=O)NC1CC2CC1CN2C(=O)Cc1c(F)cccc1Cl (configuration not stated)	3.1	-0.4
CCC1CN2C=NC(N3CCN(C(=O)c4ccoc4)CC3)=CC2=N1 (configuration not stated)	-4.7	0.1
CC(C)CC(=O)N1CCCC(c2nc(CNC(=O)C(C)C)cs2)C1 (configuration not stated)	-6.1	-8.1
C=CCn1c(-c2ccc(Cl)cc2Cl)n[nH]c1=S	·	0.4
CCCn1c(=N)c(C(=O)NCC)cc2c(=O)n3cccc(C)c3nc21	5.4	-2.0
CCOC(=O)c1cccc(NC(=O)N2CCC(c3nc4cccnc4n3CC)C2)c1 (configuration not stated)	-2.6	14.0
COc1cc(OC)cc(C(=O)NCCC2CCN(C(=O)NC3CCCCC3)CC2)c1	-5.1	-5.3
Cc1cccc(C2=NN(c3ccc(Br)cc3)[C@@H](C(=O)N3CCOC3=O)[C@@H]2c2ccc(F)cc2)c1	-7.3	76.2*
CCNC(=O)NC(=Nc1nc(C)cc(C)n1)Nc1cc(OC)c(Cl)cc1OC	-6.5&-0.7	1.0&5.9
CCNc1nccc(N2CCC(CC(=O)NCC(C)C)CC2)n1	-2.5	0.6
Fc1cccc(NC(=S)NNc2ccccc2)c1	-2.9&-3.0	·
Cc1ccc(C(=O)Nc2cccc([N+](=O)[O-])c2)cc1Cl	-2.6	2.3
CCC(CC)C(=O)NC1CCCCCC1	-2.1	-1.6
O=C(CSc1nnc(NC(=O)c2ccccc2Br)s1)NCc1ccco1	2.6	-1.9
C=CCOc1ccc(/C=c2\sc3nc(=O)c(Cc4ccccc4)nn3c2=O)cc1	4.2	5.0

# Continued:
Structure	Pf apPOL inh	mHTT CaM bind
CCc1ccc(NC(=O)c2oc3ccccc3c2C)cc1	-7.7	-19.8
COc1ccc(-c2nc3cc(C)ccn3c2NC(=O)C(C)C)cc1OC	3.8	16.9
CCCCC(=O)Nc1ccc(NC(=O)COc2ccccc2C)cc1OC	1.0	6.4
O=[N+]([O-])c1ccc(S(=O)(=O)CC(Cl)CS(=O)(=O)Cc2ccccc2)cc1 (configuration not stated)	5.3	100.0*
Cn1nc(-c2ccc(-c3ccn(S(C)(=O)=O)n3)s2)cc1C(F)(F)F	-6.4	·
CC(C)(C)c1cc2nc(C(F)(F)F)cc(SCCOC(=O)c3ccccc3Cl)n2n1	-1.7	·
Cc1cccc(N2C=C(C#N)S(=O)(=O)c3ccccc32)c1C	-0.6	-0.9
Oc1ccc(Br)cc1C=Nc1nc2c(s1)CCCC2	-0.9	4.0
Cc1ccccc1CNC(=O)C1CCCN(c2nnc3ccccn23)C1 (configuration not stated)	-3.0	-3.2
COc1ccc(-c2onc(C)c2C(=O)NCc2ccccc2)cc1	-7.4	-8.8
COc1ccc(OC)c(C=C2Oc3c(ccc(O)c3CN3CCN(CCO)CC3)C2=O)c1	-4.0	9.2
O=C(Nc1ccc([N+](=O)[O-])cc1)/C(=C/c1ccccc1)NC(=O)c1ccc(Br)o1	-9.3	7.0
O=c1cc(CN2CCCC2)c2ccccc2o1	-5.5	10.6
COc1cccc(-c2coc3c(C)c4oc(=O)c5c(c4cc23)CCC5)c1	1.4	-3.0
CC(C)(C)NC(=S)NNC(=O)c1ccc(-c2ccc(Cl)cc2)s1	-41.1&-121.2	·
COc1ccc(N2C(=O)c3ccc(C(=O)c4ccccc4)cc3C2=O)cc1	-4.0	-11.9
CCSc1nnc(NC(=O)c2ccccc2F)s1	1.0	-2.5
CSc1ccc(C2C3=C(CCCC3=O)Nc3ccc4ncccc4c32)cc1 (configuration not stated)	-3.2	36.0
CCOC(=O)c1oc2ccccc2c1NC(=O)CCS(=O)(=O)c1ccccc1	-0.1	5.0
CN1CCN(c2ccc(C(=O)c3ccc(Br)cc3)cc2[N+](=O)[O-])CC1	3.5	56.9*
O=C(Cn1cncn1)c1ccc(Cl)cc1Cl	-10.9	-1.0
O=C(NCC(=O)N1CCCc2ccccc21)c1ccccc1C(F)(F)F	0.3	-0.9
CC(=O)N1CCc2ccccc2C1CN1C(=O)c2ccccc2C1=O (configuration not stated)	3.8	0.3
O=C(CSc1nc2ccccc2[nH]1)Nc1ccccc1F	-6.4	-5.5
Clc1ccc(SCCN2CCOCC2)cc1	-6.6	-1.4
CCC(=O)Nc1cccc(-c2nc3ccc(C)cc3o2)c1	-4.6	-0.1
N#Cc1ccccc1Cn1c(-c2nonc2N)nc2ccccc21	4.5	1.0
CC(C)(C)c1nc(-c2ccc(C(F)(F)F)cc2)c2c(C(F)(F)F)cccc2n1	-0.7	·
CCN(CC)c1ccc(NC(=O)c2ccc(OC)c([N+](=O)[O-])c2)cc1	-0.9	61.9*
CCc1c(O)nc2ccccn2c1=O	73.2*	-7.9

# Nothing new here: entries from further up.
Structure	Pf apPOL inh	mHTT CaM bind
N#Cc1ccccc1Cn1c(-c2nonc2N)nc2ccccc21	4.5	1.0
CC(C)(C)c1nc(-c2ccc(C(F)(F)F)cc2)c2c(C(F)(F)F)cccc2n1	-0.7	·
CCN(CC)c1ccc(NC(=O)c2ccc(OC)c([N+](=O)[O-])c2)cc1	-0.9	61.9*
CCc1c(O)nc2ccccn2c1=O	73.2*	-7.9

# More entries.
Structure	Pf apPOL inh	mHTT CaM bind
C=CCc1ccc(OCC(O)COc2ccc(CC=C)cc2OC)c(OC)c1	39.9	21.5
O=C1OC(COc2ccccc2)CN1c1ccccc1 (configuration not stated)	-2.2	-1.0
O=[N+]([O-])c1cc([N+](=O)[O-])c2cn(-c3ccccc3)nc2c1	-11.5	-1.0
O=C(O)CSc1nnc2c(n1)OC1(CCCC1)Nc1ccccc1-2	7.3	3.0
COc1ccc(C2N(c3cc(Cl)ccc3OC)C(=O)C3CCCN32)cc1 (configuration not stated)	-1.3	-4.2
Cc1ccccc1OCc1nnc(SCC(=O)NCC(=O)c2ccccc2)o1	7.1	5.1
O=C1C2C(c3ccccc3)CC=CC2[C@H](c2ccoc2)N1Cc1ccccc1 (some centres not stated)	-3.4	13.8
Cc1ccc(-c2nc3ccc(C)cn3c2NC(=O)C(C)(C)C)cc1	0.1	-1.8
CC1(C(=O)NCc2ccc(F)cc2)CCCN(S(=O)(=O)c2ccccc2Cl)C1 (configuration not stated)	1.5	1.0
COc1ccc([N+](=O)[O-])cc1NC(=O)Cc1ccc(Br)cc1	-1.9	1.6
O=C(CCCn1nc(-c2ccc(F)cc2)ccc1=O)Nc1ccc2cn[nH]c2c1	-4.5	39.4
CN(Cc1ccsc1)C(=O)NC1CCCC1	-1.3	0.1
CC(CCc1ccccc1)Nc1nc(Cl)nc(NCCN2CCOCC2)n1 (configuration not stated)	2.1	62.0*
CC1=C(c2ccccc2)S(=O)(=O)N=C1N1CCCN(C(=O)C2CCC2)CC1	-2.9	-5.6
CC(C)(C)c1ccc(C(=O)N2CCN(c3ccccc3F)CC2)cc1	-0.6	-0.6
O=C(C1CCCO1)N1CCCn2nc(-c3cccs3)cc2C1 (configuration not stated)	-4.2	-1.1
CCN1CCN(c2ncc3c(n2)CCN(Cc2cc(OC)c(OC)c(OC)c2)C3)CC1	0.4	19.2
Cc1ccc(CCN2CC(C(=O)NC3CCCC3)CC2=O)cc1 (configuration not stated)	0.4	-2.4
CC1(C)Cc2cccc(OCc3ccc(C(=O)NCCN4CCOCC4)cc3)c2O1	-5.9	-11.7
O=[N+]([O-])c1cnn(-c2cn[nH]c2)c1	·	-10.5
O=C(Nc1ccc([N+](=O)[O-])cn1)c1cc(-c2ccc3c(c2)OCO3)nc2ccccc12	-8.1	9.0
O=C(NCCNc1ccc(Cl)cc1[N+](=O)[O-])c1cc2ccccc2o1	-6.4	27.3
Cc1ccc(-c2cncnc2NC(=O)c2ccccc2)cc1	-3.6	·
O=C(Cn1cnc2c(-c3ccc(F)cc3)csc2c1=O)Nc1cc(F)ccc1F	-1.4	-9.0
Cc1cc(=O)n(C)c(=O)n1CCCCO	1.3	-2.5
O=C1OC(c2ccc(I)cc2)=N/C1=C\c1ccccc1F	-2.4	1.0
O=C(Cc1ccc(F)cc1)Nc1nc(-c2ccc(F)c(F)c2)cs1	42.6	-17.4
Cc1c(CCC#N)c(NCCCN(C)C)n2c(nc3ccccc32)c1C#N	-1.3	-5.0
Cc1ccc(NC(=O)CSc2cccc3cccnc23)c(C)c1	-0.8	86.0*

# Two entries drawn at random from the list so far, as already listed:
Structure	Pf apPOL inh	mHTT CaM bind
COc1ccc([N+](=O)[O-])cc1NC(=O)Cc1ccc(Br)cc1	-1.9	1.6
O=C(Nc1ccc([N+](=O)[O-])cn1)c1cc(-c2ccc3c(c2)OCO3)nc2ccccc12	-8.1	9.0
